IDH1 R132H inh: qHTS for Inhibitors of mutant isocitrate dehydrogenase 1 (IDH1): qHTS. Potency, µM (doses to about 76.6 µM), without a hit: at the top dose activity change, negative = inhibition, usual class: inhibitors. AID 602179, 2012. 390,000 tested, 0.093% active. Isocitrate dehydrogenase [NADP] cytoplasmic (Homo sapiens), O75874. IDH1-R132H enzyme, NADPH consumption, diaphorase/resazurin fluorescence; further: potency means the concentration at half of the fitted maximal effect; on the % scale 0 is the no-effect control and ±100 the full control effect; nearly all actives have a fitted effect of over 65% in size
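IDH1-R132H (0.5 ug/mL dispensed) in pH 7.5 Tris buffer was preincubated 30 min with compound, then given a substrate mix of 0.016 mM NADPH and 2 mM alpha-KG for 80 min at room temperature; remaining NADPH was read by diaphorase/resazurin fluorescence.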
PGK inhibitor: qHTS Assay to Find Inhibitors of Phosphoglycerate Kinase; PGK/GAPDH coupled, Kinase-Glo luminescence, 60 min; Phosphoglycerate kinase, glycosomal (Trypanosoma brucei brucei), P07378; 380,000 tested, 0.043% active; Potency, µM (highest dose often 57.5 µM), inactives show at the highest dose activity change, negative = inhibition, actives largely listed as inhibitors; further: potency means the concentration at half of the fitted maximal effect; on the % scale 0 is the no-effect control and ±100 the full control effect; nearly all actives have a fitted effect of over 60% in size
Target sequence (P07378 whole entry, looked up): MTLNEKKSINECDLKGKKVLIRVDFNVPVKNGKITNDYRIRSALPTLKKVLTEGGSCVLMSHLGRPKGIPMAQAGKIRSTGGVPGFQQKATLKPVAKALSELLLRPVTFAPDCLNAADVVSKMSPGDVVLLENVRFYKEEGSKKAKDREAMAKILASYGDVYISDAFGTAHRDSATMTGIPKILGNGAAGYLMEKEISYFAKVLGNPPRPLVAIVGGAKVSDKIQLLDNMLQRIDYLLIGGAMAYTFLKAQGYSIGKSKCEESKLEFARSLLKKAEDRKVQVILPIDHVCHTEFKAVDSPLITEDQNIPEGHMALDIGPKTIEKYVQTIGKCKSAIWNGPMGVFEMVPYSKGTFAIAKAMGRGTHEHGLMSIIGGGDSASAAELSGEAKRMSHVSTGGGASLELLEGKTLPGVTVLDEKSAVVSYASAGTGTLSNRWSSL
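Recombinant glycosomal PGK reaction used 1,3-bisphosphoglycerate generated in-well by GAPDH (100nM final) in 100mM TEA pH 7.6, 5mM MgCl2, 0.01% Tween-20. After 60 minutes at room temperature, ATP was read by Kinase-Glo Plus luminescence end-point.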
TrxR1 inh: qHTS Assay for Inhibitors of Mammalian Selenoprotein Thioredoxin Reductase 1 (TrxR1): qHTS | Thioredoxin reductase 1, cytoplasmic (Rattus norvegicus), O89049 | recombinant rTrxR1, NADPH fluorescence consumption, selenite substrate | Potency, µM (series often up to 114 µM), without a hit: at the highest dose activity change, negative = inhibition, actives largely listed as inhibitors | AID 588453, 2011 | 390,000 tested, 1% active; further: potency means the concentration at half of the fitted maximal effect; on the % scale 0 is the no-effect control and ±100 the full control effect; nearly all actives have a fitted effect of over 65% in size
Target sequence (O89049 whole entry, looked up): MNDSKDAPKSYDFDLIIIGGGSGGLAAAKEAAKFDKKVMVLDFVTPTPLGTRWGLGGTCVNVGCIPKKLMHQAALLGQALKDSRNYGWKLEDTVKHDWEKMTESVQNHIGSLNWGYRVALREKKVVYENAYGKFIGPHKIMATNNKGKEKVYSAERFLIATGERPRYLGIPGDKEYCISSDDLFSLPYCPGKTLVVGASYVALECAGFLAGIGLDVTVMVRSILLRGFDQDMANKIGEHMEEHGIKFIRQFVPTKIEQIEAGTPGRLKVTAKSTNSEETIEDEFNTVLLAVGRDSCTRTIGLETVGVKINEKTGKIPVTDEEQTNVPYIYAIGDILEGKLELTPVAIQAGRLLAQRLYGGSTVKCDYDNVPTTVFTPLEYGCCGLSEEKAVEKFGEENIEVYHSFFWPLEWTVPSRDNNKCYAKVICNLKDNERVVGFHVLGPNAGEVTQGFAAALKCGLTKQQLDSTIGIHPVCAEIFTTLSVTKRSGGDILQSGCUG
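Rat TrxR1 (90 nM in the dispensed reagent) was pre-reduced with 400 uM NADPH for 5 min at room temperature, then incubated with compound for 15 min. After 400 uM selenite was added, NADPH fluorescence (Ex 340/Em 450 nm) was followed for 8 min.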
USP1-UAF1 inh: Inhibitors of USP1/UAF1: Primary Screen | recombinant USP1/UAF1, Ub-Rhodamine cleavage fluorescence | 390,000 tested, 0.23% active | Ubiquitin carboxyl-terminal hydrolase 1 (Homo sapiens), O94782 | Potency, µM (series often up to 57.1 µM), inactives show at the highest dose activity change, negative = inhibition, actives largely listed as inhibitors; further: potency means the concentration at half of the fitted maximal effect; on the % scale 0 is the no-effect control and ±100 the full control effect; nearly all actives have a fitted effect of over 60% in size; inactives centre near -12
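USP1/UAF1 complex (1 nM) preincubated 15 min at room temperature with compound, then Ub-Rho substrate (150 nM final) added. Kinetic fluorescence at 480/540 nm over 6 reads at 60 s intervals; 50 mM HEPES pH 7.8, 0.5 mM EDTA, 0.1 mg/ml BSA, 1 mM TCEP, 0.01% Tween-20.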
PI4K2A inh: qHTS for small molecular inhibitors of PI4K2A; 420,000 tested, 0.13% active; purified PI4K2A, ADP-Glo luminescence, 1 h; stronger effect = lower value; activity change, negative = inhibition, % at 76.9 µM; AID 1346378, 2018; Phosphatidylinositol 4-kinase type 2-alpha (Homo sapiens), Q9BTU6; in the data active means activity change below about -50%; inconclusive means mostly about -30% to -49%;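 further: -100% = wells without enzyme as full effect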
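Compounds are screened against recombinant PI4K2A using PI as substrate and ATP, the latter dispensed at 300 microM. Reactions run one hour at ambient temperature before ADP-Glo detection; full inhibition defined by wells lacking enzyme.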
Pin1 inhibitor: qHTS Assay to Find Inhibitors of Pin1. Peptidyl-prolyl cis-trans isomerase NIMA-interacting 1 (Homo sapiens), Q13526. Pin1 FP peptide displacement, HiFluor488, 10 min. Potency, µM (top dose mostly 115 µM), inactives show at the top dose activity, negative = inhibition, actives largely listed as inhibitors. 390,000 tested, 0.009% active; active means well fitted inhibition curve with a large enough effect in the polarisation, with a control signal flat, not every such curve was filed as active; inconclusive means small, poorly fitted or top-dose-only effect, or effect the other way, or a change in a side signal; inactive means no such curve, though single readings can be large or run the other way; the % refers to the polarisation; further: potency means the concentration at half of the fitted maximal effect; on the % scale 0 is the no-effect control and ±100 the full control effect
TrxR1 substrate: qHTS Assay for Substrates of Mammalian Selenoprotein Thioredoxin Reductase 1 (TrxR1): qHTS; Thioredoxin reductase 1, cytoplasmic (Rattus norvegicus), O89049; purified TrxR1 substrate turnover, NADPH consumption readout; Potency, µM (highest dose often 114 µM), for inactives: top-dose activity change, negative = substrate turnover; 390,000 tested, 0.01% active; AID 588456, 2011; further: potency means the concentration at half of the fitted maximal effect; on the % scale 0 is the no-effect control and ±100 the full control effect; nearly all actives have a fitted effect of over 50% in size
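Rat TrxR1, dispensed at 90 nM, was prereduced with 400 uM NADPH (final) for 5 min at ~22 deg C, then incubated with compound 15 min before 400 uM selenite. A first-read NADPH fluorescence drop versus no-compound background flagged substrates.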
GLS inhibitor: qHTS for Inhibitors of Glutaminase (GLS); 410,000 tested, 0.21% active; GLS enzymatic activity, qHTS titration; Potency, µM (series often up to 45.5 µM), for the others: at the top dose activity change, negative = inhibition, hits mostly inhibitors; Glutaminase kidney isoform, mitochondrial (Homo sapiens), O94925; further: potency means the concentration at half of the fitted maximal effect; on the % scale 0 is the no-effect control and ±100 the full control effect
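Two-point fluorescence kinetic (t0, 30 min RT) for hKGA; glutamate detected via glutamate oxidase–HRP–Amplex Red. Substrate: 1 mM L-glutamine solution; buffer 45 mM KH2PO4, pH 8.2.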
HP1b chromo inh: HTS for Inhibitors of HP1-beta Chromodomain Interactions with Methylated Histone Tails | Potency, µM (doses to about 114 µM), for the others: top-dose activity change, negative = inhibition, usual class: inhibitors | 390,000 tested, 0.56% active | AlphaScreen HP1-beta / biotin-H3K9me3 peptide binding; further: potency means the concentration at half of the fitted maximal effect; nearly all actives have a fitted effect of over 70% in size; inactives centre near 23
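HP1-beta protein (50 nM final) preincubated 30 min at room temperature with biotinylated H3(1-18)K9me3 peptide (50 nM) in PBS pH 7.4, 0.01% Tween-20, then compound added for 30 min. AlphaScreen streptavidin donor/nickel chelate acceptor beads (10 ug/mL final), 30 min dark, luminescence read.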
The depositor's hits bear a star; i = inactive; ? = inconclusive; . = no result given; & = joins results of further samples; [ ] = another dose, or the depositor's remark. Unless noted, the call rests on the fitted dose curve; in most records, active means well fitted curve in the direction sought with a large enough effect; inconclusive means small, poorly fitted or top-dose-only effect, or another doubt; inactive means no such curve, though single readings can be large; an effect the other way counts as inactive or inconclusive. An excerpt (hit frequency here may not be typical).

SMILES	IDH1 R132H inh	PGK inhibitor	TrxR1 inh	USP1-UAF1 inh	PI4K2A inh	Pin1 inhibitor	TrxR1 substrate	GLS inhibitor	HP1b chromo inh
O=C(Cc1ccc(F)cc1)NCCc1csc(-c2ccc(C(F)(F)F)cc2)n1	4%	-10%	30%[activator][57.1 µM]	-22%	3	2%	8%[57.1 µM]	0%	14%[57 µM]
COc1ccccc1C(=O)CSc1nccn1C	0%	-10%	14%	-14%	-12	-1%	5%	-1%	-5%
Cc1ccsc1/C=N/NC(=O)c1ccc(-n2cccc2)cc1	-3%	-3%	6%[57.1 µM]	-4%	-1	11%	-3%[57.1 µM]	9%	2%
COc1ccc(CN=C2NC(=O)CC(C(=O)Nc3cc(C)cc(C)c3)S2)cc1 (centres undefined)	0%	1%	-11%	-4%	2	-3%	-10%	2%	27%
O=C(CNC(=O)c1ccc(Br)cc1)NC1CC1	-1%	-5%	10%	-14%	2	3%	3%	-8%	34%
CNCCc1ccccn1	8%	-7%	3%	?	-2&-3	-2%	3%	-12%	?
COCCNC(=O)c1ccc(-c2nc(CS(=O)(=O)c3ccccc3)c(C)o2)cc1	-9%	0%	29%	2%	0	3%	167%[activator]	-7%	39%[activator]
CCCNC(=O)c1cn(CC)c2cc(N3CCN(C(=O)c4ccco4)CC3)c(F)cc2c1=O	-2%	-1%	-7%	-7%	-7	9%	72%[activator]	-4%	-4%[57 µM]
CC(C)C(NC(=O)c1ccc(C(C)(C)C)cc1)C(=O)O (centres undefined)	4%	-11%	-15%	-25%	4	0%	-6%	.	35%[activator]
O=C(NC(=O)c1ccc(F)cc1)Nc1ccc(-c2cc(C(F)(F)F)nn2-c2ccccc2)cc1	.	.	26%	-16%	3	1%	10%	6%	11%
O=C(NCc1ccc2c(c1)OCO2)c1cc(COc2c(F)cccc2F)on1	4%	6%	-2%	-10%	-2	11%	-9%	1%	35%
Cc1cnc(C(=O)OCC(=O)Nc2ccc(C)c(S(=O)(=O)N3CCCCCC3)c2)cn1	-4%	1%	22%[57.1 µM]	-3%	2	-1%	7%[57.1 µM]	6%	32%
Cc1cc(-c2ccc(C)c(S(=O)(=O)N3CCN(c4cccc(C(F)(F)F)c4)CC3)c2)on1	5%	-7%	6%[57.1 µM]	-12%	2	-5%	-6%[57.1 µM]	-8%	41%[activator]
COc1c(F)c(F)c(C(=O)O)c(Nc2cccc(C)c2)c1F	-1%	6%	10%[57.1 µM]	-26%	5	-4%	5%[57.1 µM]	35%[activator]	24%
N#Cc1c(NC(=O)c2ccc(N3CCOCC3)c([N+](=O)[O-])c2)sc2c1CCCC2	5%	8%	-4%[57.1 µM]	-13%	-2	1%	6%[57.1 µM]	-5%	22%
CN(C(=O)COc1ccc(S(=O)(=O)N2CCOCC2)cc1[N+](=O)[O-])C1CCS(=O)(=O)C1 (centres undefined)	1%	-8%	7%	-20%	1	-1%	3%	0%	21%
COC(=O)c1nnn(-c2ccc(F)c(Cl)c2)c1C(=O)OC	7%	i	22%[57.1 µM]	-20%	-3	1%	-19%[57.1 µM]	-5%	28%
Cc1ccc(C(=O)N/C(=C/c2ccco2)C(=O)Nc2cccc(C)c2)cc1	2%	.	-29%	-23%	2	49%[activator]	-2%	9%	?
Cc1ccc(C)c(S(=O)(=O)NCCc2csc(-c3ccc(Cl)cc3)n2)c1	10%	i	22%[57.1 µM]	?	7	8%	2%[57.1 µM]	0%	24%[57 µM]
CCOc1cc(C(=O)Nc2cccc(OCC(=O)N3CCOCC3)c2)cc(OCC)c1OCC	-6%	4%	9%	-3%	1	-4%	1%	12%	14%
COc1cc(C2C(C(=O)c3sc(C)nc3C)=C(O)C(=O)N2CCN(C)C)cc(OC)c1OC (centres undefined)	1%	i	2%[57.1 µM]	-12%	-2	4%	2%[57.1 µM]	7%	20%
CCOC(=O)C1CCN(C(=O)c2[nH]c3ccc(OC)cc3c2C)CC1	-8%	-2%	-28%	0%	1	4%	-30%	5%	9%
Cc1cnc(C(=O)Nc2nccs2)cn1	-3%	-5%	-8%	-11%	-3	1%	-7%	-10%	-2%
CCOc1ccc(CCNC(=O)COC(=O)CCC(=O)c2cccs2)cc1OCC	-2%	0%	-24%	3%	-3	-3%	-15%	1%	?
COc1ccc(/C=N/NC(=O)CCCOc2ccc(Cl)cc2Cl)cc1[N+](=O)[O-]	4%	1%	4%	-13%	0	5%	-1%	4%	11%
COc1ccc(OC)c(N2C(=O)CC(Cc3ccc(Cl)cc3)C2=O)c1 (centres undefined)	7%	i	-3%	-5%	5	4%	-7%	10%	23%
Cc1noc(C)c1S(=O)(=O)N1CCCC(C(=O)Nc2nccs2)C1 (centres undefined)	3%	i	7%	-23%	-3	1%	4%	3%	35%
COc1ccc(C)cc1NS(=O)(=O)c1ccc(NS(=O)(=O)c2ccc(NC(C)=O)cc2)cc1	-3%	1%	-6%	?	-3	-1%	0%	25%	21%
CCCCCCCC(=O)N/N=C/c1ccc(Br)cc1	0%	-3%	2%	-9%	-7	1%	-1%	0%	7%
COc1ccc(C(=O)CSC2=NS(=O)(=O)c3cc(Cl)ccc3N2)cc1	-3%	-11%	0%[57.1 µM]	-14%	-4	13%	-2%[57.1 µM]	1%	25%
N#Cc1c(-c2ccccc2)nc2n1CCS2	11%	-1%	35%[activator][57.1 µM]	-8%	1	-9%	10%[57.1 µM]	8%	19%
Cc1nc(-c2nnc(SCC(=O)Nc3ccc(Cl)cc3)n2C)cs1	4%	-6%	17%[57.1 µM]	-7%	1	-2%	-18%[57.1 µM]	-9%	17%
Cc1cc(=O)oc2cc(OCC(=O)OCC(=O)N(C)C3CCS(=O)(=O)C3)ccc12 (centres undefined)	8%	0%	1%	-9%	1	4%	27%	-7%	16%
Cc1onc(-c2c(F)cccc2Cl)c1C(=O)N1CCOC12CCCCC2	3%	-14%	4%[57.1 µM]	-11%	5	23%	6%[57.1 µM]	-6%	17%
COc1ccc(NC(C)=O)c(C)c1	-1%	-1%	6%	-2%	2	-7%	-5%	2%	22%
CS(=O)(=O)N1CCCC(C(=O)NCCCN2CCc3ccccc3C2)C1 (centres undefined)	-1%	-1%[11.5 µM]	20%	-19%	-3	2%	13%	17%	14%
O=C(Nc1cccc(Cl)c1)Nc1nccs1	-9%	-3%	-3%	-7%	-2	3%	-9%	.	41%[activator]
O=C(C[n+]1ccccc1)NNc1ccccc1	-6%	i	-6%	-17%	-1	-3%	-4%	35%[activator]	32%
CCOC(=O)Cc1csc(SCC(=O)NC2CCC(C)CC2)n1 (centres undefined)	-4%	0%	-2%	5%	-9	-2%	-6%	3%	26%
COc1cccc(OCC(=O)NNC(=S)Nc2ccc(Cl)cc2Cl)c1	3%	-11%	0%[11.4 µM]	?	-2	10%	10%[57.1 µM]	16%	-8%
N#Cc1c(N)c(C(=O)c2ccccc2)n2ccccc12	5%	i	12%[11.4 µM]	-21%	-5	-12%	5%[11.4 µM]	7%	21%
O=C(Cn1ccc2cc(S(=O)(=O)N3CCCC3)ccc21)NCc1ccccc1Cl	-5%	-7%	29%	-25%	3	11%	0%	1%	10%
COc1ccc(NS(=O)(=O)c2cc(NC(=O)CC(=O)c3ccc([N+](=O)[O-])cc3)ccc2C)cc1	2%	-10%	8%	-13%	-4	-1%	1%	-2%	43%[activator]
Cc1nc2sc(C(c3ccccc3)N3CCN(C(=O)c4ccco4)CC3)c(O)n2n1 (centres undefined)	5%	.	-9%[2.29 µM]	-4%	0	3%	8%[57.1 µM]	9%	29%
Cc1ccccc1CNC(=O)c1oc2c(c1C)-c1[nH]ncc1CC2	2%	-6%	10%	-24%	0	23%	-3%	-7%	22%
COc1cccc(C(=O)NCc2nc(-c3ccccc3)no2)c1OC	5%	-6%	11%	?	-4	9%	1%	0%	37%[activator]
COc1ccccc1N1CCN(C(=O)C(CC(C)C)NC(=O)C2CCCCC2)CC1 (centres undefined)	13%	-3%	8%[57.1 µM]	-4%	-5	-2%	0%[57.1 µM]	2%	14%
CCOc1ccc(/C=N\NC(=O)c2c(C)nc3cc(C)ccn23)cc1	0%	0%	-7%[57.1 µM]	-4%	-19	2%	0%[57.1 µM]	3%	11%
